LEDGF integ inh: blocks HIV-1 LEDGF/p75-dependent DNA integration. TR-FRET IN-LEDGF/p75 DNA integration, Eu/Cy5. inhibition, % at 3.7 µM. hit rate 0.64% among 370,000;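 active = inhibition above the screen-wide mean plus 3 SD, cut at about 13% in these data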;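 note: signal is the Cy5 over europium emission ratio at 671 and 618 nm; 0% = plate median of compound wells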
SIAE inh: blocks human sialic acid acetylesterase; Q9HAT2; inhibition, % at 9.66 µM; hit rate 0.69% among 370,000; SIAE FP-Rh probe binding, fluorescence polarization;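 active = inhibition above a cutoff: mean of compounds within the control limits plus 3 SD of those, cut at about 17% in these data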;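 note: 0% = plate median of compound wells and 100% = probe without SIAE protein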
Rev-erbA mod: Rev-erb alpha (human) modulation; P20393; activity, % at 10 µM; Rev-erbα–FITC-DNA binding, fluorescence polarization, 90 min; hit rate 0.79% among 370,000;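 active = activity above about 14%, limit read from the data; passing the limit was not always enough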;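 note: 0% = DMSO wells with 35 nM protein and 100% = DMSO wells with 750 nM protein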
PG9 binder: small molecules binding HIV-1 gp120 antibody PG9 | TR-FRET gp120-PG9 antibody binding | inhibition, % at 6.7 µM | hit rate 0.43% among 360,000 | AID 624416; in the data active = inhibition above about 8.5%
HTRA1 inh: blocks human HTRA1 serine peptidase | hit rate 0.5% among 340,000 | recombinant HTRA1, FP-rhodamine activity-based probe, fluorescence polarization | AID 504803 | inhibition, % at 5.96 µM; in the data active = inhibition above about 36%;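 note: 0% = enzyme with DMSO and 100% = wells lacking enzyme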
Target sequence (Q92743 whole entry, looked up): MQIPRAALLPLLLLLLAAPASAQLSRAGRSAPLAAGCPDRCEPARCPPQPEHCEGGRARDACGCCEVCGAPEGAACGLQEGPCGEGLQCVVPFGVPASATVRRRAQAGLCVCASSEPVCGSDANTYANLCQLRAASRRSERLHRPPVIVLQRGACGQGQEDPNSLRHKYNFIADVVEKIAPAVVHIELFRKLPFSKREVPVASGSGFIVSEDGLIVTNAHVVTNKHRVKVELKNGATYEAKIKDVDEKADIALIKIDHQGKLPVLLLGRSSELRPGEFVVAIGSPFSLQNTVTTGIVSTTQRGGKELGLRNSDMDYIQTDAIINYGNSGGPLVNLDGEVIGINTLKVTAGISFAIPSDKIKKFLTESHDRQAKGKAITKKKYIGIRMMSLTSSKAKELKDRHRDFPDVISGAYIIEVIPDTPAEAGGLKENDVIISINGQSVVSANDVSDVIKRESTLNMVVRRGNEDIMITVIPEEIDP
TDP2 inh: TDP2 (human) inhibition, absorbance primary screen | O95551 | recombinant TDP2, T5PNP hydrolysis, p-nitrophenol absorbance 415 nm | inhibition, % at 12.8 µM | hit rate 0.34% among 370,000 | AID 720702;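 active = inhibition above the mean of all tested compounds plus 3 SD, set per campaign, cut at about 25% in these data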;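 note: 0% = DMSO with enzyme and 100% = buffer with substrate but no TDP2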
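Read-out basis: percent inhibition. System: recombinant human TDP2. Buffer or medium: Mg2+-containing Tris-HCl buffer, pH 7.5. Repeats: single replicate. Timing: reaction 2 h, 37 °C. Benchmarks: high control without enzyme, low control DMSO plus TDP2. Probe or stimulus: 5 mM T5PNP. Doses: 12.8 µM only. Measured by: epi absorbance of p-nitrophenol freed from T5PNP by hydrolysis.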
PRMT1 FP inh: inhibitors of human PRMT1; Q99873; recombinant PRMT1, activity-based probe fluorescence polarization; inhibition, % at 2.79 µM; hit rate 1.3% among 370,000; AID 652257;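 active = inhibition above about 21% made by adding two undisclosed values, limit read from the data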
Target sequence (Q99873 whole entry, looked up): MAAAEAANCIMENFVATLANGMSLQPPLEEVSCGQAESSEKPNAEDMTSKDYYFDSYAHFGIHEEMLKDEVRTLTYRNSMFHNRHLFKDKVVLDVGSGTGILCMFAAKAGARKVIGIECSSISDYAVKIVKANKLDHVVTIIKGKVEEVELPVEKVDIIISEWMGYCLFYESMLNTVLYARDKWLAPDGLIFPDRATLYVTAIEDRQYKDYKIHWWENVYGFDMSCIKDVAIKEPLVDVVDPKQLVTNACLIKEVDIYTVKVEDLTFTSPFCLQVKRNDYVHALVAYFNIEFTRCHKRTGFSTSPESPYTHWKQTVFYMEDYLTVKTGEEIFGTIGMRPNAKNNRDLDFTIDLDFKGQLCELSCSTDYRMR
ABHD4 inh: inhibits mouse alpha/beta hydrolase domain 4; Q8VD66; purified mABHD4, FP-Rh probe fluorescence polarization; inhibition, % at 8.92 µM; hit rate 0.54% among 370,000; AID 720543;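 active = inhibition exceeding the mean over every tested compound plus 3 SD, cut at about 30% in these data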;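 note: 0% = plate median of compound wells and 100% = S159A mutant with DMSO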
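Assay system: mABHD4 protein; medium: HEPES pH 7.0, NaCl, Pluronic buffer; dosing: 8.92 µM, single dose; schedule: 45 min + 60 min at 25 °C; signal: FP readout, ex 525 nm / em 598 nm; read-out: normalized percent inhibition of probe labeling; repeats: single replicate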
TCR CD3 inh: human TCR-CD3 binding inhibition. hit rate 0.37% among 360,000. TAMRA-labeled TCR probe fluorescence, biochemical. inhibition, % at 9.4 µM; in the data active = inhibition above about 19%;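 note: recombinant mutant TCR 2C K166C tagged with TAMRA read by polarization; 0% = receptor in buffer alone and 100% = receptor with positive control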
rCAG binder: r(CAG) repeat RNA binding | TO-PRO-1 dye displacement fluorescence | inhibition, % at 3 µM | hit rate 1.3% among 370,000;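 active = inhibition above the plate cutoff, the mean of all test compounds on that plate plus 3 SD, cut at about 35% in these data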;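 note: 0% = DMSO alone and 100% = 100 µM mitoxantrone as full dye displacement; higher means more dye released from RNA so lower well fluorescence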
* marks the source's active call; other numbers are inactive results; nt = no result given. Some of the compounds tested, so the mix of outcomes need not match the whole.

SMILES	LEDGF integ inh	SIAE inh	Rev-erbA mod	PG9 binder	HTRA1 inh	TDP2 inh	PRMT1 FP inh	ABHD4 inh	TCR CD3 inh	rCAG binder
CCOC(=O)C1=C(C)N(c2ccccc2)C(=O)/C1=C\c1cccs1	-1.2	1.9	-3.9	-0.7	-6.0	14.5	-1.9	5.3	-1.4	0.8
CCCCC(=O)N/N=C/c1ccc(Sc2cccc3cccnc23)o1	0.8	-10.8	12.9	1.3	-5.5	5.2	2.5	-8.2	-2.6	2.3
Cc1cccc(C(=O)NCCNC(=O)c2ccccn2)c1	3.1	0.3	1.0	-0.8	1.8	-4.6	-0.8	-7.2	0.1	0.9
Cn1cc(S(=O)(=O)N2CCOCC2)cc1C(=O)NCc1ccccc1Cl	7.1	1.1	-1.7	-2.0	-0.8	-4.7	-2.8	3.0	1.5	2.4
CN(C)CCCN(C(=O)CCOc1ccccc1)c1nc2ccc(F)cc2s1	1.8	2.1	-2.6	-1.2	15.8	-14.3	20.9	8.9	-5.2	-1.7
CC(C)=CC(=O)Nc1ccc(S(=O)(=O)Nc2onc(C)c2C)cc1	0.6	6.6	-3.1	-2.2	5.1	8.4	-3.9	2.9	5.0	2.8
COc1cc(CCN(C(=O)c2cc3ccccc3[nH]2)C(c2ccccn2)c2nc3ccccc3[nH]2)cc(OC)c1 (stereo not given)	4.4	2.2	-0.1	1.1	nt	-3.5	-7.5	-2.1	7.4	9.7
Cc1ccccc1-n1c2nc(=O)n(C)c(=O)c-2cc2ccccc21	-0.4	1.9	-0.2	-0.3	-4.7	-7.6	-1.0	-5.7	-1.4	0.8
O=C(O)CCC(=O)N1N=C(c2ccco2)CC1c1ccco1 (stereo not given)	11.8	-1.2	-0.6	-0.2	-3.7	5.3	3.4	-11.0	3.4	1.6
O=C(CN(C(=O)c1csnn1)c1ccc(Br)cc1)NC1CCCC1	1.6	-0.3	3.1	-1.6	1.9	7.4	-5.7	-6.0	0.1	-0.9
CCC(Oc1ccccc1)C(=O)Nc1ccsc1C(=O)OC (stereo not given)	-1.6	3.1	7.0	-0.3	-12.1	-0.9	0.6	-7.7	0.7	0.3
O=C1NC2(CCCCCC2)C(=O)N1Cc1ccccc1F	-1.4	2.1	1.3	2.1	6.1	-5.6	3.7	-4.2	-5.8	-2.8
CC(C)(Oc1ccc(Cl)cc1)C(=O)N1CCN(C(=O)c2ccco2)CC1	-1.1	2.2	-2.2	0.3	2.2	-1.2	-1.8	1.5	-11.9	-1.4
CCCCNC(=O)[C@@H]1CC=C[C@@H]2CCN(C3CC3)C(=O)[C@@H]21	0.3	0.9	-1.7	-0.9	0.7	10.3	-1.7	0.9	0.0	-1.3
CCCCCCCCN1C(=O)[C@@H](CC(=O)NCCCN2CCCC2=O)C[C@@]2(C(=O)OC)C1=C[C@H](COCc1ccccc1)O[C@@H]2C	-4.5	-1.1	-2.5	nt	nt	-9.9	2.4	2.2	nt	3.9
COC(=O)[C@H]1C[C@@]2(N3CCCC3)c3ccccc3N[C@H]2N1S(=O)(=O)c1ccc([N+](=O)[O-])cc1	-4.8	5.3	-3.0	nt	nt	6.6	0.6	5.6	nt	10.1
CN(C)S(=O)(=O)c1ccc(C(=O)NCC(=O)N/N=C/c2ccccc2Cl)cc1	-0.4	-5.4	-1.7	-2.5	-2.1	0.1	-1.8	-6.3	3.2	-0.1
COc1cc(/C=C(/C#N)c2nc3ccccc3[nH]2)ccc1OC(=O)c1ccco1	1.0	-2.2	7.2	0.5	-4.6	1.1	0.5	-2.9	-0.8	15.1
N#Cc1ccc(Sc2nc3ccccc3[nH]2)cc1C#N	-3.8	3.2	-3.4	-1.3	7.9	-8.2	-2.2	2.7	8.0	-2.5
CC(SCc1cn2cc(Cl)ccc2n1)C(=O)O (stereo not given)	-1.8	-6.7	-2.5	-0.1	3.9	-6.4	-2.4	1.2	5.1	0.4
Cc1ccc2nc(C)c(C)nc2c1N	0.6	5.2	-1.2	-4.2	-0.3	-1.7	-2.8	-2.6	1.8	-1.9
Cc1ccc(S(=O)(=O)CCC(=O)OCn2nnc3ccccc3c2=O)cc1	-2.5	-2.3	-0.2	-0.6	3.0	-5.7	3.9	2.7	-6.4	-6.5
COC(=O)c1[nH]c2ccccc2c1NC(=O)CN1CCN(Cc2ccc3c(c2)OCO3)CC1	0.6	-9.6	5.7	0.9	-6.9	-1.5	0.8	3.0	2.1	0.7
CCN(CC)c1ccc(NC(=O)CN2CCN(CC(=O)Nc3ccc(F)cc3)CC2)cc1	-3.0	6.8	-4.0	-3.6	10.9	1.9	1.1	-2.5	6.9	-9.7
Nc1ccc(-c2nc3ccccc3s2)cn1	-0.3	12.4	1.2	2.8	-4.5	5.8	3.1	-2.8	-11.4	15.3
COc1ccc(S(=O)(=O)N2CCN(C(=O)CC(C)C)CC2)cc1	-1.9	-4.0	-2.4	-1.2	6.8	3.8	-2.2	2.0	4.5	-6.4
CC(C)CCN1CCN(Cc2cccn2-c2ccc(Cl)cn2)CC1CCO (stereo not given)	-3.6	0.2	2.5	-1.4	0.4	0.1	1.6	2.2	-3.2	-11.3
COC(=O)C1(C(=O)OC)c2cc3c(cc2CN(S(=O)(=O)c2ccc(C)cc2)C1CC(C)=O)OCO3 (stereo not given)	-0.7	-0.8	6.6	0.9	nt	7.9	3.6	-6.1	0.9	6.0
COc1ccc(C)cc1CN1C(=O)c2ccccc2C1=O	2.0	-2.4	0.9	0.5	-8.4	-13.1	-5.4	1.4	5.7	-5.4
CCCC(=O)NC(c1ccco1)c1cc(Cl)c2cccnc2c1O (stereo not given)	1.4	14.2	-9.9	-0.2	47.3*	-7.7	-1.4	5.3	-2.1	10.7
O=C(CC(c1ccc(F)cc1)c1ccco1)N1CCCC1 (stereo not given)	0.8	3.6	1.4	0.9	3.9	4.4	4.0	4.6	1.8	6.0
Cc1cccc(NC(=O)CSc2nnc(Cn3cnc4ccccc43)o2)c1	1.7	-0.4	0.5	1.4	-5.2	9.3	-4.3	3.4	3.3	-1.4
COc1ccc2c(c1)CC/C(=C\c1ccc(OC)c(Cn3nc(C)cc3C)c1)C2=O	-1.5	-4.7	-1.9	-0.9	-58.9	-0.2	-2.6	3.7	7.8	-5.0
CC(Sc1nc2ccccc2[nH]1)C(=O)Nc1ccc2c(c1)OCCO2 (stereo not given)	0.1	3.2	-5.7	0.3	-4.1	-3.1	0.6	1.6	2.9	4.0
Cc1noc(C)c1COc1ccc(C(=O)NCCOc2ccccc2)cc1	0.0	-5.5	6.1	-0.9	-2.4	-9.4	-3.1	-1.6	0.2	-0.4
COc1ccccc1/C=N\N=C(\N)c1ccccn1	-0.9	-4.1	1.0	-3.1	9.7	1.3	0.5	1.6	-1.8	-0.9
Cc1cccc([C@@H]2[C@@H]3C(=O)N(Cc4ccccc4)C(=O)[C@@H]3[C@]3(Cc4ccccc4)C(=O)N(c4ccccc4)C(=O)N23)c1	0.9	-12.6	0.6	-3.8	-6.4	-2.4	0.6	-3.4	-3.0	9.5
C=CCn1c(NC(=O)CC)c(C(=O)OCC)sc1=S	2.1	1.9	2.5	1.1	5.5	-7.3	5.0	-1.8	0.3	11.3
O=C(CSc1ccc(-c2ccco2)nn1)c1ccc(F)cc1	5.4	4.6	-7.0	-1.4	21.2	-14.1	54.1*	21.9	8.9	37.1*
O=C(c1ccc(N2C(=O)c3ccccc3C2=O)cc1)N1CCN(S(=O)(=O)c2ccccc2F)CC1	-2.6	9.7	-4.0	0.1	2.3	6.1	1.4	1.6	-1.7	3.4
CCc1cc(Cn2nc(-c3ccccc3)cc2C(=O)O)on1	1.2	0.9	-2.0	-2.1	1.4	-5.7	-0.3	5.7	0.8	4.1
CCN1CCN(c2cc(C)c3cc(NC(=S)NCc4cccs4)ccc3n2)CC1	-4.4	5.6	-3.0	-0.7	6.0	1.6	2.3	5.3	-5.8	-5.3
O=C(NNC1=Nc2ccccc2SC1)c1ccc(F)cc1	1.2	-0.6	6.3	-2.1	11.0	1.0	-1.4	12.7	-1.6	1.7
CCOc1ccccc1NC(=O)c1cc2ccccc2o1	2.4	0.9	-2.7	1.2	-11.7	-1.0	1.0	0.3	4.0	5.2
O=C(Cn1cnc2ccccc2c1=O)c1ccc2c(c1)OCCO2	-1.6	7.7	0.6	0.5	-4.3	-12.0	1.8	-2.7	-3.0	6.6
Cc1nn(Cc2ccccc2)c2c1C(c1ccccc1)C(C#N)=C(N)O2 (stereo not given)	2.1	6.5	0.5	1.1	-2.0	-11.3	-0.3	19.9	3.1	5.0
CC(NC(=O)c1ccco1)C(=O)O (stereo not given)	1.9	3.4	-3.9	-1.1	2.8	-6.3	3.8	5.2	-5.7	9.2
CN(C(=O)c1ccccc1OCc1ccc(F)cc1)c1c(N)n(Cc2ccccc2)c(=O)[nH]c1=O	54.5*	-3.0	-2.9	1.2	-0.5	3.2	2.5	1.1	-12.2	-7.5
O=[N+]([O-])c1cccc(COc2ccc(CN3CCCC3)cc2)c1	-2.6	-13.0	1.8	0.1	-5.0	-20.1	-3.6	-1.9	3.3	4.3
COc1ccc(S(=O)(=O)NCc2cccnc2)cc1C(=O)N1CCCCC1	-0.9	0.2	-8.9	2.5	9.7	2.2	-0.4	-4.6	0.0	1.2
Nc1ncncc1-c1ccc2ccccc2c1	-1.9	6.6	-3.3	1.1	2.4	9.6	-6.9	4.8	-0.1	1.7
COc1ccc(CCNC(=O)COC(=O)c2ccc(C)s2)cc1	-3.6	-1.5	-1.3	2.2	-0.5	1.6	1.2	-3.4	-2.2	1.0
CC1(C)CC(=O)C=C(c2ccc(COC(=O)c3ccc(Br)cc3)cc2)C1=O	1.9	6.3	3.4	-2.7	nt	-1.5	1.7	0.2	-3.9	2.6
Cc1ccc(CNC(=O)C2CCN(S(=O)(=O)N3CCC(C)CC3)CC2)cc1	-2.4	6.7	-8.8	-2.5	-2.5	-0.5	-4.2	6.3	1.7	0.1
COc1ccc2c(N)c(C(=O)NN)[nH]c2c1	-2.0	9.2	4.5	-12.3	13.6	4.2	3.0	14.3	-8.1	5.8
COc1ccc(O)c(/C=N/NC(=O)c2cccc(N3CCCC3=O)c2)c1	-3.1	13.0	2.5	-0.9	14.0	-3.3	-5.0	-1.2	-6.2	0.8

Single records, from the list above. Screens in order: LEDGF integ inh, SIAE inh, Rev-erbA mod, PG9 binder, HTRA1 inh, TDP2 inh, PRMT1 FP inh, ABHD4 inh, TCR CD3 inh, rCAG binder
Shown for COc1ccc(S(=O)(=O)NCc2cccnc2)cc1C(=O)N1CCCCC1 : -0.9, 0.2, -8.9, 2.5, 9.7, 2.2, -0.4, -4.6, 0.0, 1.2
Shown for COc1ccc(CCNC(=O)COC(=O)c2ccc(C)s2)cc1 : -3.6, -1.5, -1.3, 2.2, -0.5, 1.6, 1.2, -3.4, -2.2, 1.0

High-throughput results (PubChem BioAssay)
